TbREL1 inh: TbREL1 inhibition, primary screen | P86926 | TbREL1 RNA ligation, FRET fluorescence | inhibition, % at 9.66 µM | actives 0.49% (n = 89,000);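 active = inhibition above the mean inhibition across all screened compounds plus 3 SD, cut at about 11% in these data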;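 note: 0% = plate median of test wells and 100% = NSC42067 control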
Target sequence (P86926 whole entry, looked up): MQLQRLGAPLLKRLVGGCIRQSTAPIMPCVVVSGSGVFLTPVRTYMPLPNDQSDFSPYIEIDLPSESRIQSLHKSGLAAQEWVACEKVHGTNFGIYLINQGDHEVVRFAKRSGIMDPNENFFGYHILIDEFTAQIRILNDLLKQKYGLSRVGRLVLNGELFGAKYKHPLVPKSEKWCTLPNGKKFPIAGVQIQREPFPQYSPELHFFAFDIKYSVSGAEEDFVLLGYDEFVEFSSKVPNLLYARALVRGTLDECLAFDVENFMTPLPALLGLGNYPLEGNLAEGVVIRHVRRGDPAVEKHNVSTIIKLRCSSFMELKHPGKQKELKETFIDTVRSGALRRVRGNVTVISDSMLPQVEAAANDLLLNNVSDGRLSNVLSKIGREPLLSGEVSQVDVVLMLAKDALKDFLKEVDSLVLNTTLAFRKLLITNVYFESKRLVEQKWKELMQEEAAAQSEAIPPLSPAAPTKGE
An asterisk follows results filed as active.

SMILES	TbREL1 inh
c1ccc(N2CCN(c3ncnc4sc5c(c34)CCC5)CC2)cc1	3
O=S(=O)(c1cccc(Br)c1)N1CCN(S(=O)(=O)c2ccc3c(c2)OCCO3)CC1	-1
O=C(C1CCC1)n1ccc2ccc(-c3ccc4ccn(Cc5ccccc5)c4c3)cc21	6
O=C(Nc1ccc(Cl)c(S(=O)(=O)N2CCOCC2)c1)c1ccccn1	-1
CCOC(=O)N1CCN(C(=O)c2cccc(S(=O)(=O)Nc3ccc(Br)cc3)c2)CC1	1
CS(=O)(=O)Nc1ccc(C2=NN(C(=O)C3CCCCC3)C(c3cccs3)C2)cc1 (configuration not stated)	1
CC(=O)c1c(C)[nH]c(C(=O)Nc2ccc(N3CCCCCC3)cc2)c1C	-11
CC(=O)Nc1ccc(NC(=O)CSc2ccc(-c3cccnc3)nn2)cc1	1
CCOC(=O)C(C)Sc1ncc(OC)c(=O)[nH]1 (configuration not stated)	-2
COc1ccc(-n2nnnc2C(c2ccccc2)N2CCN(C/C=C/c3ccccc3)CC2)cc1 (configuration not stated)	9
NC(=O)c1c(-c2ccc(Cl)cc2Cl)csc1NC(=O)Cc1ccccc1	-1
Cc1cc(C)c2nc(NC(=O)c3cccc(S(=O)(=O)N4CCc5ccccc54)c3)sc2c1	4
COC(=O)[C@]12C[C@H](CC(=O)N3CCN(C(=O)c4ccco4)CC3)C(=O)N(Cc3ccco3)C1=C[C@H](C1CCCC1)O[C@@H]2C	-4
Cc1cc(C)c2nc(NC(=O)C3CSC4(C)CCC(=O)N34)sc2c1 (configuration not stated)	-2
Cc1nnc(NC(=O)c2cccc(Br)c2)s1	2
COc1ccc(/C=c2/sc3n(c2=O)C(c2ccccc2OC)C2=C(N=3)c3ccccc3CC2)cc1O (configuration not stated)	-3
COc1ccccc1NS(=O)(=O)c1cc(C(=O)N2CCCC2)ccc1F	-1
Cc1ccccc1CC(=O)N1CCCC1	0
COc1ccc(S(=O)(=O)Nc2cccc3c2O[C@H](CN(C)C(=O)Nc2ccc4c(c2)OCO4)[C@@H](C)CN([C@H](C)CO)C3=O)cc1	3
CCCC(=O)Oc1c(S(=O)(=O)c2ccc(C)cc2)c(C)nn1C(C)(C)C	1
Cc1noc(C)c1S(=O)(=O)N1CCCC(C(=O)NCc2ccccn2)C1 (configuration not stated)	2
CON(C)S(=O)(=O)c1cccc(C(=O)Nc2cccc(S(=O)(=O)NC3=NCCCCC3)c2)c1	0
COc1ccc(N(CC(=O)N2CCc3ccccc3C2)S(=O)(=O)c2c(C)[nH]c(=O)[nH]c2=O)cc1	4
Cc1cc(C)c(OCC(=O)Nc2ccc3c(c2)OCO3)cc1C	0
CSCCOC(=O)c1[nH]c2c(c1C)C(=O)CC(c1ccco1)C2 (configuration not stated)	2

Additional records follow.
SMILES	TbREL1 inh
CCCCC(=O)Nc1ccc(C(=O)NCC2COc3ccccc3O2)cc1 (configuration not stated)	0
CCNC(=O)C1(C)CCN(C(=O)c2ccccc2OC(F)(F)F)C1 (configuration not stated)	0
COc1ccc(-c2cc(C(=O)Nc3sc4c(c3C#N)CCCC4)c3ccccc3n2)cc1	-2
CC(=O)NC(Cc1ccc(F)cc1)C(=O)NC1CCN(c2ncccc2[N+](=O)[O-])CC1 (configuration not stated)	-3
OC(c1ccccc1)c1ccncc1 (configuration not stated)	2
COc1cccc2c1CCC(NC(C)=O)C2=O (configuration not stated)	0
Cc1ccc(NC(=O)NCc2cccnc2)cc1C	3
COc1nc(OC)nc(N2CCC(C(=O)Nc3cccc4ccccc34)CC2)n1	-3
CC1CCCN(Cc2nc3c(c(=O)n(C)c(=O)n3C)n2CCCc2ccccc2)C1 (configuration not stated)	5
O=C(NCCCn1ccnc1)c1nn2c(C(F)(F)F)cc(-c3ccccc3)nc2c1Cl	-2
O=C(Nc1cccc2cccnc12)c1cc(F)c(F)cc1Cl	0
COc1ccc(CN(CC(=O)NCC2CCCO2)C(=O)CCC(=O)Nc2cc(C)on2)cc1 (configuration not stated)	1
O=C(NCc1ccco1)c1ccc(N2CCCCC2)c([N+](=O)[O-])c1	0
COc1ccc(Br)cc1-c1noc(-c2ccccc2F)n1	3
COC(=O)c1ccc(CSc2nc3c(c(=O)[nH]2)CCC3)cc1	2
O=C(O)/C=C\C(=O)Nc1cccc(NC(=O)c2ccccc2)c1	5
CC1CCN(c2ccc(C(=O)O)cc2NS(=O)(=O)c2ccc(Cl)s2)CC1	1
O=C1c2ccccc2S(=O)(=O)N1Cc1cc(=O)n2ccsc2n1	-1
O=C(COC(=O)CCNS(=O)(=O)c1ccccc1)Nc1ccc(OC(F)F)cc1	-1
CCCC(=O)NCCc1nc2ccccc2n1CC(=O)c1ccccc1	1
CCOc1ccc(N(CC(=O)Nc2ccc(C)c(C)c2)S(=O)(=O)c2c(C)[nH]c(=O)[nH]c2=O)cc1	-3
NNC(=O)c1[nH]c2ccc(Cl)cc2c1-c1ccccc1	3
CCCCc1ccc(S(=O)(=O)Nc2cc(C)on2)cc1	-4
COc1ccc(CN(C(=O)c2cc(=O)c3cc(C)cc(C)c3o2)C2CCS(=O)(=O)C2)cc1 (configuration not stated)	-1
O=C(c1ccc(C(=O)N2CCCc3ccccc32)s1)N1CCCc2ccccc21	-1

Next results:
SMILES	TbREL1 inh
O=C1NC(=O)C2(CCCCCC2)N1	1
C/C(=N\NC(=O)Cc1ccccc1)c1cccnc1	6
O=C1c2[nH]nc(-c3ccccc3O)c2C(c2ccc(F)cc2)N1CC1CCCO1 (configuration not stated)	1
CC(=O)c1cccc(NC(=O)CCS(=O)(=O)c2cccc3nonc23)c1	1
C[C@H](CO)N1C[C@H](C)[C@@H](CN(C)C)Oc2c(NC(=O)CCCCCC(=O)Nc3ccccc3N)cccc2C1=O	-2
Cc1ccc(C(=O)c2c3ccccc3[n+]([O-])n2[C@@H](C)C(N)=O)cc1	-2
O=C(O)c1cc(Sc2ccc(Br)cc2)nc2ccccc12	0
COc1ccccc1N(C)S(=O)(=O)c1ccc(C(=O)Nc2ccc(C)cc2C)cc1	0
Cc1ccccc1-c1ccc(C(=O)NCc2ccccc2)o1	1
O=C(CSc1ccc2c(c1)OCCO2)NCCc1ccc(Cl)cc1Cl	0
CCC(C)(C)C1CCc2[nH]nc(C(=O)NC(C)C)c2C1 (configuration not stated)	0
CCCCOC(=O)C1C2C=CC3(CN(CCc4ccccc4)C(=O)C13)O2 (configuration not stated)	-3
CCN(CC)S(=O)(=O)c1csc(C(=O)OCC(=O)c2ccccc2)c1	1
CCCNC(=O)C(=O)N/N=C/c1cccs1	2
COC(=O)c1cc(NC(=O)C2CC2)cc(C(=O)OC)c1	0
CCOc1ccc(C2OCCC(C)O2)cc1OC (configuration not stated)	7
Cc1ccc(CC2CC(=O)N(c3cc(C)on3)C2=O)cc1 (configuration not stated)	1
Cn1c(-c2sc3cc(C(F)(F)F)cnc3c2-c2ccccc2)n[nH]c1=S	-10
c1cc(-c2nnc3sc(C4CCCCC4)nn23)ccn1	0
CN1CCc2c(sc3c2C(=O)NC(c2ccccc2)N3)C1 (configuration not stated)	-1
Cc1ccc(CNC(=O)[C@]2(C)CCC[C@@]3(C)C4CC[C@@]5(C)C[C@]4(CCC32)CC5=O)cc1 (some centres not stated)	-2
CC(C)CC1Nc2ncnc(N3CCN(c4ccccc4)CC3)c2N(Cc2ccc(Br)cc2)C1=O (configuration not stated)	-1
O=C(CN1c2cccc3cccc(c23)S1(=O)=O)NCc1ccccc1Cl	5
CN(C)CCCNC(=O)c1ccc(-c2cc(O)c3ncccc3c2)cc1	0
COc1ccc2nc(SCC(=O)Nc3ccc4[nH]c(=O)[nH]c4c3)[nH]c2c1	0

Reprinted at random: two entries already listed
SMILES	TbREL1 inh
O=C1NC(=O)C2(CCCCCC2)N1	1
Cn1c(-c2sc3cc(C(F)(F)F)cnc3c2-c2ccccc2)n[nH]c1=S	-10

Following part:
SMILES	TbREL1 inh
O=C(COC(=O)c1ccccc1OC(F)F)Nc1ccc(N2CCCCC2)cc1	-10
CCc1ccc[n+](-c2[nH]c(=O)sc2/C=N/N=C(\[O-])c2ccncc2)c1	5
CCOC(=O)c1c(C)nn(-c2ccc(NC(=O)c3cccs3)cc2)c1C	-2
CN(C(=O)COC(=O)c1cc([N+](=O)[O-])ccc1N1CCOCC1)C1CCCCC1	-2
N#Cc1c(SCC(N)=O)nsc1SCc1ccc(Cl)cc1	1
O=C(O)C(Cc1c[nH]c2ccccc12)N1C(=O)C2C3c4ccccc4C(c4ccccc43)[C@@H]2C1=O (some centres not stated)	-5
CCOC(=O)C1=NN(c2ccccc2)C2=NC(C)=C(C(=O)OC)C(c3cccs3)N12 (configuration not stated)	-3
COC(=O)C1=C(C)NC(=S)NC1c1sccc1C (configuration not stated)	0
CCS(=O)(=O)N1CCC(C(=O)Nc2ccc3c(c2)CCC3)CC1	10
CCOc1ccc(N(Cc2cc3ccc(C)cc3[nH]c2=O)C(=O)COC)cc1	0
CC(C)CC1(C(=O)NCc2ccccn2)C=CCN1C(=O)c1ccccc1 (configuration not stated)	0
Cc1ccc(NC(=O)COC(=O)CCc2c(C)nc3nc(N)nn3c2C)cc1C	2
O=C(OCc1cccc2ccccc12)c1ccc2c(=O)[nH]c(CN3CCOCC3)nc2c1	1
COC(=O)CN1C(=O)[C@H]2[C@@H](c3ccc(C)o3)N3C(=O)CN(Cc4ccccc4)C(=O)[C@@]3(Cc3ccccc3)[C@H]2C1=O	1
COc1ccc(CC(=O)Nc2ccc3c(c2)CCC3)cc1S(=O)(=O)N1CCOCC1	3
CC(C)CN(C(=O)CCNC(=O)c1ccccc1Cl)C1CCS(=O)(=O)C1 (configuration not stated)	4
Cn1nc(C(=O)NC2=NCCS2)ccc1=O	1
Clc1ccc2nc(CNc3nc(N4CCOCC4)nc4c3ncn4-c3ccsc3)[nH]c2c1	4
COCCNC(=O)C1(C)CCCN(C(=O)c2ccccc2F)C1 (configuration not stated)	1
CCn1c(SCC(=O)NC2CCCC2)nc2c1c(=O)n(C)c(=O)n2C	-3
CCCCC(=O)Nc1cccc(-c2nc3ncccc3o2)c1	1
COc1cccc(C(=O)NC(=S)Nc2ccc(Cl)c(C(=O)O)c2)c1	3
CCC(=O)Nc1ccc(-c2cc(-c3ccccc3)nc(-c3ccc(NC(=O)CC)cc3)n2)cc1	-2
S=c1[nH]ncn1/N=C/c1cccs1	0
Cn1c(=O)[nH]c(=O)c2c1nc(Br)n2CC(O)COc1ccc(Cl)cc1 (configuration not stated)	-5

Additional results.
SMILES	TbREL1 inh
Cc1ccc(S(=O)(=O)N2CCCCC2)cc1NC(=O)C1CC(=O)N(c2ccc3c(c2)OCCO3)C1 (configuration not stated)	-2
Cc1cccc(NC(=O)CNC(=O)c2ccccc2Cl)n1	0
Cc1cc(C)cc(Oc2nc(-c3ccccc3)cc(C)c2S(C)(=O)=O)c1	1
CN1CCC(=O)N([C@H](CO)c2ccccc2)CC1	-2
CCN(CC)c1ccc(-c2nn3c(-c4ccccc4Cl)nnc3s2)cc1	0
CC(C)(C)OC(=O)C[C@H]1C/C=C\C[C@H](CC(=O)N(CCO)Cc2ccccc2)C(=O)N[C@@H](Cc2ccccc2)COC1=O	-3
N#Cc1c(N)n(-c2ccccc2)c(=O)c2cc([N+](=O)[O-])ccc12	-2
CC(=O)c1ccc(S(=O)(=O)N2CCNCC2)cc1	-2
O=C(CS(=O)(=O)c1ccccc1)Nc1nc2ccccc2s1	-1
COc1cccc(-c2nn(C)c3sc(C(=O)N4CCOCC4)cc23)c1	7
CCC(C)[C@H](NC(=O)C1COC(O)([C@H](Cc2ccccc2)NC(=O)[C@@H](NC(=O)OCc2ccccc2)C(C)C)CN1C)C(=O)N[C@H](C(=O)OC)C(C)C (some centres not stated)	1
Cc1ccc(CN2CCCCC(NC(=O)Cc3cccs3)C2=O)cc1 (configuration not stated)	3
CN(CC(=O)Nc1ccc(Cl)c(C(F)(F)F)c1)C(=O)c1ccc2c(c1)OCCO2	-1
O=C1CCCC(=O)C1Sc1ccc(Cl)cc1	6
CCN(CC(=O)NCc1ccc(Cl)cc1)C(=O)CN1C(=O)NC(C)(c2ccccc2)C1=O (configuration not stated)	0
COc1ccc(S(=O)(=O)N(C)C[C@H]2Oc3ccc(NS(=O)(=O)c4cccs4)cc3CC(=O)N([C@H](C)CO)C[C@H]2C)cc1	5
Cc1cc2ccccc2n1CCC(=O)O	-5
COc1ccc(NC(=O)CCNC(=O)Cn2ccc3ccccc3c2=O)c(OC)c1	1
Cn1c(=O)c2c(nc(-c3ccccc3)n2C)n(Cc2ccccc2)c1=O	1
COc1ccccc1N1CCN(C(=O)c2sc3nc4n(c(=O)c3c2C)CCC4)CC1	4
O=C(CNS(=O)(=O)c1ccccc1)OCC(=O)c1ccc([N+](=O)[O-])cc1	4
O=C1C(c2ccccc2)C2C=CC(C2)N1O (configuration not stated)	1
CC(C)(C)NC(=O)CSc1nnc(SCC(=O)NC(C)(C)C)s1	0

Structures from the list above that contain a Cl atom:
SMILES	TbREL1 inh
O=C(Nc1ccc(Cl)c(S(=O)(=O)N2CCOCC2)c1)c1ccccn1	-1
NC(=O)c1c(-c2ccc(Cl)cc2Cl)csc1NC(=O)Cc1ccccc1	-1
O=C(NCCCn1ccnc1)c1nn2c(C(F)(F)F)cc(-c3ccccc3)nc2c1Cl	-2
O=C(Nc1cccc2cccnc12)c1cc(F)c(F)cc1Cl	0
CC1CCN(c2ccc(C(=O)O)cc2NS(=O)(=O)c2ccc(Cl)s2)CC1	1
NNC(=O)c1[nH]c2ccc(Cl)cc2c1-c1ccccc1	3
O=C(CSc1ccc2c(c1)OCCO2)NCCc1ccc(Cl)cc1Cl	0
O=C(CN1c2cccc3cccc(c23)S1(=O)=O)NCc1ccccc1Cl	5
N#Cc1c(SCC(N)=O)nsc1SCc1ccc(Cl)cc1	1
CC(C)CN(C(=O)CCNC(=O)c1ccccc1Cl)C1CCS(=O)(=O)C1 (configuration not stated)	4
Clc1ccc2nc(CNc3nc(N4CCOCC4)nc4c3ncn4-c3ccsc3)[nH]c2c1	4
COc1cccc(C(=O)NC(=S)Nc2ccc(Cl)c(C(=O)O)c2)c1	3
Cn1c(=O)[nH]c(=O)c2c1nc(Br)n2CC(O)COc1ccc(Cl)cc1 (configuration not stated)	-5
Cc1cccc(NC(=O)CNC(=O)c2ccccc2Cl)n1	0
CCN(CC)c1ccc(-c2nn3c(-c4ccccc4Cl)nnc3s2)cc1	0
CN(CC(=O)Nc1ccc(Cl)c(C(F)(F)F)c1)C(=O)c1ccc2c(c1)OCCO2	-1
O=C1CCCC(=O)C1Sc1ccc(Cl)cc1	6
CCN(CC(=O)NCc1ccc(Cl)cc1)C(=O)CN1C(=O)NC(C)(c2ccccc2)C1=O (configuration not stated)	0

This is a subset; count on the stated rates, not on these rows.
